From PubChem
ANO1 block = mouse TMEM16A channel inhibition, primary screen; Q8BHY3; HEK293 TMEM16A/YFP iodide influx fluorescence, ionomycin; normalized B-score (activity score, 25-100; higher = stronger inhibition) at 10 µM; actives 1.2% (n = 310,000); AID 588511;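 active = ratio plate-corrected score three or more library SD toward inhibition, starting fluorescence score within five deviations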;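 note: score derived from kinetic fluorescence span divided by baseline fluorescence per well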
TRPC4 agonist = activators of mouse TRPC4 channel | B-score at 10 µM | actives 0.49% (n = 310,000) | Q9QUQ5 | HEK293 TRPC4beta/mu-opioid, Fluo4 calcium fluorescence; active compounds read high;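 active = B-score above 5 SD of library B-scores, and initial fluorescence ratio not above library mean plus 5 SD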;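 note: positive B-score marks a calcium rise read as TRPC4 activation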
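Test system: HEK293 cells stably co-expressing mouse TRPC4beta and mu-opioid receptor | Schedule: Fluo4 dye loading 45 min at room temperature, 110 s recording | Measured by: Kinetic Fluo4 calcium fluorescence, 5 s baseline at 1 Hz | Evaluation: B score of integrated ratio | Controls: Buffer (low) and maximal DAMGO (high)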
KCNQ1 inh = blocks the human KCNQ1 potassium channel | CHO-K1 KCNQ1, FluxOR thallium flux fluorescence; active compounds read high | actives 1.3% (n = 310,000) | B-score at 10 µM;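 active = compounds whose thallium flux B-score, printed positive for inhibition, exceeds three library SD while starting fluorescence stays within three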;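 note: channel opened by potassium depolarization with thallium stimulus after 20 min compound exposure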
KCNQ1 pot = potentiates or activates the human KCNQ1 potassium channel. AID 2648. B-score at 10 µM. actives 0.35% (n = 310,000). CHO-K1 KCNQ1, thallium flux FluxOR fluorescence; active compounds read high;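 active = fluorescence ratio B-score, a plate-corrected score, at least three library SD, with initial intensity B-score within 5 SD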
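assay system = KCNQ1-transfected CHO-K1 cells | medium = assay buffer with matched DMSO | probe or stimulus = depolarizing K+/Tl+ stimulus, K2SO4 and Tl2SO4 each 12.5 mM in 5x stock | dosing = single dose | incubation = dye 90 min, compound 20 min, room temperature | detection = kinetic FluxOR fluorescence, 10 s baseline plus 110 s post-stimulus | evaluation = ratio B score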
hERG rescue = hERG (human) protection from proarrhythmic block | Q12809 | CHO-hERG, FluxOR thallium flux, dofetilide IC70 present | activation (rescue from dofetilide block), less the hit threshold, % at 10 µM | actives 0.51% (n = 310,000) | AID 1511;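 active = activation above the mean of controls blocked by dofetilide plus 5 SD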;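 note: thallium influx through hERG after potassium depolarization seen as dye fluorescence rise; in these data hits start at about 4.7%; inactives centre near -7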
Target sequence (Q12809 whole entry, looked up): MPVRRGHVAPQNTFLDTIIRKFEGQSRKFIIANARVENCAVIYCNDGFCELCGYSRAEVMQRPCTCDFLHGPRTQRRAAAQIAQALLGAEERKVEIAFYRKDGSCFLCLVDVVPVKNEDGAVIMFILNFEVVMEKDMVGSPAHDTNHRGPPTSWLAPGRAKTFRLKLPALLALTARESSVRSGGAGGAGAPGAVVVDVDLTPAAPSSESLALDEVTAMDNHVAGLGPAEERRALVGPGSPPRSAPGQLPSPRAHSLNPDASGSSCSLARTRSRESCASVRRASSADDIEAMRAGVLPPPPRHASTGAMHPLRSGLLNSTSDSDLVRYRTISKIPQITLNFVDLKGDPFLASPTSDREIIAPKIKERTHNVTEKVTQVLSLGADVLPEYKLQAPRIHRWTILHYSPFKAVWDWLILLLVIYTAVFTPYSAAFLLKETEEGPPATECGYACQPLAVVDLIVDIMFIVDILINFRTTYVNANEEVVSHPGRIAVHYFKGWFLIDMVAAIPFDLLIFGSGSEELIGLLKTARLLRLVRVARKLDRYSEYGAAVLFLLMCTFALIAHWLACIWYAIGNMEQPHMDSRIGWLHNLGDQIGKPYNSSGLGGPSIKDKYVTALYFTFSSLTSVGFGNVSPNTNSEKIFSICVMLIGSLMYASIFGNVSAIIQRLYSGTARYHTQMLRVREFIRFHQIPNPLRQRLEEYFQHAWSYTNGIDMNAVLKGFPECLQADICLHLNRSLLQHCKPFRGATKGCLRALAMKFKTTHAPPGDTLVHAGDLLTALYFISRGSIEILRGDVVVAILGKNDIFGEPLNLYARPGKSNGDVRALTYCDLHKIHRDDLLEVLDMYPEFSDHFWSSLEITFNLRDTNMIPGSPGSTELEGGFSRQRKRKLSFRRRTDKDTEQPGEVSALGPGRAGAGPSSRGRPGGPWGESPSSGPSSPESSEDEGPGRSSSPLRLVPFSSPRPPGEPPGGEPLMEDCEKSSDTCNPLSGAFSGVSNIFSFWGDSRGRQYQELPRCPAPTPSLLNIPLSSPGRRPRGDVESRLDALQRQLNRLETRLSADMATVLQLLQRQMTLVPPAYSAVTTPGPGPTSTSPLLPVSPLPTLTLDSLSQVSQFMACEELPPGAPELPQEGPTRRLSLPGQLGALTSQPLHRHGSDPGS
KCNK3 inh = human KCNK3 channel inhibition, primary screen. O14649. CHO-KCNK3 thallium flux, FluxOR fluorescence; active compounds read low. B-score at 10 µM. actives 0.84% (n = 340,000);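 active = B-score under library mean minus 4 SD, starting fluorescence ratio at most library mean plus 5 SD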;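 note: more negative B-score means stronger inhibition of thallium flux through KCNK3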
HDAC3 inhib = human HDAC3 inhibition; O15379; recombinant HDAC3, fluorogenic peptide/trypsin coupled, fluorescence; actives 0.15% (n = 320,000); inhibition, % at 8.3 µM; in the data active = inhibition above about 26%, passing the limit was not always enough; inconclusive = no clear call, values can overlap the other calls
TRPC4 PAM = allosterically enhances the mouse TRPC4 cation channel. AID 2227. HEK293 TRPC4beta/mu-opioid, DAMGO EC20, Fluo-4 Ca2+ flux; active compounds read high. B-score at 10 µM. actives 0.42% (n = 310,000). Q9QUQ5;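 active = B-score of calcium response area above 5 SD of library B-scores, with initial fluorescence ratio within 5 SD of library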;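 note: B-score of integrated fluorescence ratio over time as area under calcium response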
Dyrk1A ADPGlo = Dyrk1A (rat) kinase inhibition; Q63470; ADP-Glo luminescence, NFATc1 peptide; AID 504441; inhibition, % at 12.5 µM; actives 0.43% (n = 310,000); in the data active = inhibition above about 50%;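 note: plate controls were vehicle with enzyme for no effect and no enzyme for full effect; many of its hits are not listed in these tables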
ANO1 activ = activates or potentiates the mouse TMEM16A chloride channel; actives 0.3% (n = 340,000); B-score at 10 µM; Q8BHY3; HEK293 TMEM16A/YFP-H148Q/I152L, iodide quench fluorescence; active compounds read low;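 active = fluorescence-ratio B-score plate-corrected deviation score at least 3 library SD below zero, with starting fluorescence score within 5 deviations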;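 note: channel opened by trigger with iodide after compound preincubation; score built on the fluorescence ratio of max minus min over baseline; more negative score means more quench and so TMEM16A activation or potentiation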
KCNK9 inh = blocks the human KCNK9 two-pore domain potassium channel; B-score at 10 µM; HEK293 KCNK9, FluxOR thallium flux fluorescence; active compounds read low; actives 1.2% (n = 310,000);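 active = ratio B-score over 3 SD below the library mean, with starting fluorescence within 5 SD of its mean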;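 note: negative B-score means less thallium flux so channel inhibition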
An asterisk follows results filed as active; i = inactive; ? = inconclusive; / = no result given.

compound,ANO1 block,TRPC4 agonist,KCNQ1 inh,KCNQ1 pot,hERG rescue,KCNK3 inh,HDAC3 inhib,TRPC4 PAM,Dyrk1A ADPGlo,ANO1 activ,KCNK9 inh
CCCCNC(=O)c1onc(CSc2cccc(F)c2)c1C(=O)O,i,i,i,i,-10,i,2,i,-16,i,i
CN1CCC(NC(=O)c2cc(-c3cccc(Br)c3)nc3ccccc23)CC1,i,i,i,i,-14,i,-7,i,-1,i,i
Cc1ccc(N2C(=O)[C@@H]3C(c4cccnc4)=NO[C@@H]3C2=O)c(C)c1,25*,i,i,i,-4,i,-2,i,0,i,i
Cn1nccc1C(=O)NC1CCN(Cc2ccccc2)CC1,i,i,i,i,-8,i,15,i,1,i,i
CCOc1cccc(C2C(C(=O)c3cccs3)=C(O)C(=O)N2Cc2cccnc2)c1 (configuration not stated),i,i,i,i,2,i,-2,i,-1,i,i
CCOC(=O)N1CCN(c2c(NCCc3ccccc3)c(=O)c2=O)CC1,i,i,i,i,-13,i,-1,i,0,i,i
COC(=O)c1nc2cc(C)ccn2c1F,i,i,i,i,-14,i,-3,i,3,i,i
CN(CC(=O)Nc1c(Cl)cccc1Cl)C(=O)c1cccc(S(=O)(=O)NCc2ccccc2)c1,i,i,i,i,-12,i,-1,i,-5,i,i
COc1ccccc1NC(=O)CN(Cc1ccccc1)S(C)(=O)=O,i,i,i,i,-3,i,8,i,-3,i,i
O=C(CSc1nnc(-c2ccccn2)o1)Nc1ccccc1,i,i,i,i,-9,i,1,i,5,i,i
Cc1cccn2c(=O)c3cc(C(=O)NCCN4CCOCC4)c(=N)n(CCc4ccccc4)c3nc12,i,i,i,i,-19,i,-118,i,6,i,i
CC(=O)N1CCc2cc(S(=O)(=O)NCCC(=O)Nc3cccc(C)c3)ccc21,i,i,i,i,-8,i,-2,i,2,i,i
CCO[C@@H]1OC(C(=O)N2CCCCCCC2)=C[C@H](c2ccc3c(c2)OCO3)[C@H]1CCCO,i,i,i,i,-9,i,1,i,-3,i,i
CCOC(=O)c1cc(-c2cccc(C(F)(F)F)c2)nc2nc(SC)[nH]c(=O)c12,i,i,i,i,-6,i,1,i,-7,i,i
CSC1=NSC2=NC(=O)/C(=C\c3coc4ccccc4c3=O)C(=N)N12,i,/,/,/,/,i,-2,/,14,i,/
Nc1nc(COc2ccc(F)cc2Cl)nc(N2CCCCC2)n1,i,i,i,i,-9,i,-3,i,/,i,i
CCOc1ccccc1NC(=O)Cn1cnc2c(nnn2-c2cccc(OC)c2)c1=O,i,i,i,i,-7,i,8,i,5,i,i
COC(C[C@@H]1O[C@H]1[C@@H](O)[C@@H](C)OCc1ccccc1)OC,/,i,i,i,-6,i,/,i,41,i,i
CC(=O)C1=NN(c2ccccc2)C(c2cccs2)N1c1ccccc1 (configuration not stated),i,i,8*,i,-9,/,-7,i,/,/,-7.6*
CCOC(=O)N1C2=NC(C(=O)OC)=C(C(=O)OC)[C@@H]3N(C)c4ccccc4[C@]23C[C@H]1C(=O)OC,i,i,i,i,-2,i,6,i,-2,i,i
CC(C)N(CCCNC(=O)C1CCN(S(=O)(=O)N2CCOCC2)CC1)Cc1ccccc1,i,i,i,i,-12,i,-5,i,-19,i,i
Cc1cc(-c2ccccc2)n(-c2cc(N/N=C/c3ccccc3O)ncn2)n1,i,/,/,/,/,i,8,/,-6,i,/
COCCCn1c(SCC(=O)NNC(=O)c2cccc(O)c2)nnc1-c1ccncc1,i,i,i,i,-10,i,3,i,/,i,i
COC(=O)CNC(c1ccccc1)c1cc(Br)ccc1NS(=O)(=O)c1ccc(C)cc1 (configuration not stated),i,i,i,i,-13,i,6,i,20,i,-7.4*
CS(=O)(=O)c1nc2c(cc1C#N)CCCC2,i,i,i,i,-7,i,6,i,-2,i,i

Some of the entries so far, with each value named:
CC(C)N(CCCNC(=O)C1CCN(S(=O)(=O)N2CCOCC2)CC1)Cc1ccccc1
  ANO1 block: i
  TRPC4 agonist: i
  KCNQ1 inh: i
  KCNQ1 pot: i
  hERG rescue: -12
  KCNK3 inh: i
  HDAC3 inhib: -5
  TRPC4 PAM: i
  Dyrk1A ADPGlo: -19
  ANO1 activ: i
  KCNK9 inh: i
Cc1cc(-c2ccccc2)n(-c2cc(N/N=C/c3ccccc3O)ncn2)n1
  ANO1 block: i
  TRPC4 agonist: /
  KCNQ1 inh: /
  KCNQ1 pot: /
  hERG rescue: /
  KCNK3 inh: i
  HDAC3 inhib: 8
  TRPC4 PAM: /
  Dyrk1A ADPGlo: -6
  ANO1 activ: i
  KCNK9 inh: /
COCCCn1c(SCC(=O)NNC(=O)c2cccc(O)c2)nnc1-c1ccncc1
  ANO1 block: i
  TRPC4 agonist: i
  KCNQ1 inh: i
  KCNQ1 pot: i
  hERG rescue: -10
  KCNK3 inh: i
  HDAC3 inhib: 3
  TRPC4 PAM: i
  Dyrk1A ADPGlo: /
  ANO1 activ: i
  KCNK9 inh: i

Remaining list, next part:
compound,ANO1 block,TRPC4 agonist,KCNQ1 inh,KCNQ1 pot,hERG rescue,KCNK3 inh,HDAC3 inhib,TRPC4 PAM,Dyrk1A ADPGlo,ANO1 activ,KCNK9 inh
COC(=O)C1=C(C)N(CCc2cc(OC)c(OC)c(OC)c2)C(=O)N[C@H]1c1cccs1,i,i,i,i,-7,/,4,i,/,/,i
O=C(C[n+]1cccc(C(=O)Nc2ccccc2)c1)c1ccc([N+](=O)[O-])cc1,i,i,i,i,-9,i,-2,i,-3,i,i
N#Cc1c(N)nc(SCc2ccncc2)c(C#N)c1-c1cccs1,i,i,i,i,-15,i,-8,i,2,i,i
Cc1ccc(-c2nc3c(Cl)cc(Cl)cc3c(=O)n2O)cc1,100*,112*,i,105*,55*,i,-2,i,9,i,i
O=C(NCc1cccnc1)C1CCCN(Cc2cnn(-c3ccccc3)c2-n2cccc2)C1 (configuration not stated),i,87*,i,i,-12,i,4,i,4,i,i
COc1ccc(NC(=O)CCCNC(=O)Cn2cnc3sc(C)c(C)c3c2=O)cc1OC,i,i,i,i,-13,i,1,i,-1,i,i
COc1ccc(CCNC(=O)CN2CCN(c3cccc(Cl)c3)CC2)cc1OC,i,i,i,i,-10,i,12,i,5,i,i
O=c1[nH]c2ccc(NC(=S)Nc3ccc(Cl)cc3Cl)cc2[nH]1,i,i,i,i,1,i,6,i,9,i,i
CCOC(=O)N1CCC(NC(=O)CCc2ccccc2)CC1,i,i,i,i,-3,i,5,i,6,i,i
C/C(N)=C(/C#N)C(=O)CSc1nc2ccccc2n1CC(C)C,i,i,i,i,-7,i,-5,i,0,i,i
O=C(NCc1ccco1)c1cccc(N2CCCC2=O)c1,i,i,i,i,-13,i,-2,i,-6,i,i
O=C(CSc1nnc(Cc2ccc(Cl)cc2)o1)Nc1ccccc1,i,i,i,i,-4,i,-3,i,-3,i,i
COc1ccc(CNC(=O)c2ccc(Br)s2)cc1OC,i,i,i,i,-14,i,7,i,10,i,i
Cc1cccc[n+]1CC(=O)c1ccc(Cl)cc1,i,i,i,i,-7,i,-3,i,-7,i,i
CCN1C(=O)CC(N2CCOCC2)C1=O (configuration not stated),i,i,i,i,-2,i,-4,i,12,i,i
CN(C)S(=O)(=O)N1CCN(c2ccnc3cc(Cl)ccc23)CC1,i,i,i,i,-11,i,-1,i,6,i,i
OCCCn1c(CCNc2nc(-c3ccc(Cl)cc3)cs2)nc2cc(C(F)(F)F)ccc21,i,i,i,i,-3,i,13,i,-8,i,i
CCOC(=O)C[N+](CC)(CC)CC#Cc1ccccc1,i,i,i,i,-12,i,-4,i,-2,i,i
Cc1nc2cc(NC(=O)NCc3ccccc3)ccc2o1,i,i,i,i,-10,i,-1,i,-8,i,i
O=C(c1nc2nc(-c3cccs3)cc(C(F)(F)F)n2n1)N1CCN(Cc2ccccc2)CC1,i,i,i,i,-11,i,-65,i,2,i,i
CC(=O)c1cc(C(=O)N2CCc3c([nH]c4ccccc34)C2C2CCCCC2)[nH]n1 (configuration not stated),i,i,i,i,-1,i,4,i,1,i,i
CN(C)c1ccc(CN(C(=O)c2ccco2)C2CCS(=O)(=O)C2)cc1 (configuration not stated),i,i,i,i,0,i,-3,i,-4,i,i
Cc1ccc(NC(=O)CN2CCCC2)c2c1CC(C)(C)O2,i,i,i,i,-4,i,3,i,6,i,i
COc1cc(C(=O)NNC(=S)NC(=O)c2ccc(F)cc2)cc(OC)c1OC,i,i,i,i,-10,i,3,i,0,i,i
COc1ccc2c(c1OC)C(=O)OC2CC(=O)c1ccc2c(c1)OCO2 (configuration not stated),i,i,i,i,-11,i,-3,i,2,i,i
Cc1cnc(NC(=O)CCNC(=O)c2ccccc2Cl)s1,i,i,i,i,-10,i,?,i,-9,i,i
CCC1COC(c2cccn2Cc2ccccc2Cl)=N1 (configuration not stated),i,i,i,i,-6,i,-1,i,-18,i,i
O=C(Nc1nc2cc3c(cc2s1)OCO3)c1ccc(N2C(=O)CCC2=O)cc1,i,i,i,i,-3,i,-7,i,6,i,i
CCOC(=O)c1cc2sc(C)cc2n1CC(=O)Nc1cccc(C)c1C,i,i,i,i,-1,i,2,i,10,i,i
CCC1S/C(=C(\C#N)C(=O)NCc2ccco2)N(c2ccc(F)cc2)C1=O (configuration not stated),i,i,i,i,-7,i,6,i,1,i,i
CCN1CCCC1CNCc1ccc(Cl)cc1Cl (configuration not stated),i,i,i,i,-6,i,2,29*,-7,i,i
O=C(CN1CCN(Cc2ccc(Cl)cc2)C1=O)NCCN1CCCC1,i,i,i,i,-1,i,15,i,7,i,i
COc1ccc(C(=O)Nc2ccc3nc(C)c(C)nc3c2)cc1,i,i,i,i,-5,i,-2,i,5,i,i
O=C(NCc1ccccc1)NC1(C(=O)N2CCCC2)CCCCC1,i,/,/,/,/,i,-4,/,-5,i,/
COc1ccc(CNC(=O)C2CSC(c3ccc(OC)cc3)N2C(C)=O)cc1 (configuration not stated),i,i,i,i,-3,i,1,i,1,i,i
COc1ccccc1OCc1nnc(SCC(=O)Nc2nnc(C3CC3)s2)n1C,i,i,i,i,-2,i,1,i,-4,i,i
COc1ccc(C(=O)N/N=C/c2ccc(N(C)c3ccccc3)cc2)cc1,25*,i,i,i,-7,i,-4,i,/,i,i
CC(=O)c1cn(CCOc2ccccc2C)c2ccccc12,i,i,i,i,-8,i,0,i,3,i,i
O=C(O)CCC(=O)N1N=C(c2ccccc2)CC1c1ccc(Br)cc1 (configuration not stated),i,i,i,i,-3,i,13,i,1,i,i
O=C(Nc1cccnc1)C1COc2ccccc2O1 (configuration not stated),i,i,i,i,-3,i,3,i,0,i,i

These rows are one share of the data; rates above refer to the full screens.
